Compound activity from PubChem BioAssay.
RGS4-Gao reg – human RGS4-Galphao interaction regulation; P09471; Multiplexed bead flow cytometry, RGS4-Galphao binding; actives lie on both sides; binding response (% of control), % at 10 µM; hit rate 0.33% among 220,000; AID 1415; in the data active = binding response below about 49% or above about 150%; inactive = in between;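 also: fluorescent Galphao activated with aluminum fluoride binding bead-coupled RGS4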
GSH bead fluor – compound fluoresces at 488/530 nm on GSH beads; GSH beads flow cytometry, compound fluorescence 488/530 nm; stronger effect = higher value; fluorescence (KMESF) at 10 µM; hit rate 0.25% among 190,000; in the data active = fluorescence above about 89;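 also: glutathione beads carrying GST-tagged Bcl family fusion proteins plus one bare bead set; values are compound well signal with DMSO vehicle wells as background; inactives centre near 16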
Bim-Mcl-1 – human Bim-Mcl-1 interaction inhibition; Q07820; Bead-based flow cytometry, Bim peptide-Mcl-1 binding; inhibition, % at 10 µM; hit rate 0.1% among 190,000;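 also: 0% = no compound tracer wells and 100% = peptide blocker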
Target sequence (Q07820 whole entry, looked up): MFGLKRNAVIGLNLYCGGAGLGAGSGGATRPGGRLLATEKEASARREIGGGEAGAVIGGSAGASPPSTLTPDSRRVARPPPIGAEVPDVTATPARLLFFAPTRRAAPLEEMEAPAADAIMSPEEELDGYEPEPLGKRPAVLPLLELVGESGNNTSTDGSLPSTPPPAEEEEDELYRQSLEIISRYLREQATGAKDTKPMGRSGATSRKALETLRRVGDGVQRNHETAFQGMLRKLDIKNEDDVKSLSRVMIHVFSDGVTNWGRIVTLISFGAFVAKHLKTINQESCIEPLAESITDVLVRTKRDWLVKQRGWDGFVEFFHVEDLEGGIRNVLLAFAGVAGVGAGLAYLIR
Bcl-2 Bim block – inhibitors of Bim-Bcl-2 interaction, human | P10415 | Bead-based flow cytometry, Bim peptide-Bcl-2 binding | inhibition, % at 10 µM | hit rate 0.06% among 190,000 | AID 950; in the data active = inhibition above about 40%; inconclusive = no clear call, values can overlap the other calls;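 also: 0% = no compound wells with probe peptide and 100% = reference peptide inhibitor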
Bcl-W Bim block – inhibitors of Bim-Bcl-W interaction, human; Q92843; bead-based flow cytometry, Bim peptide-Bcl-W binding; inhibition, % at 10 µM; hit rate 0.02% among 190,000;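 also: 0% = bound tracer without compound and 100% = peptide blocker; higher means less fluorescent Bim peptide bound to Bcl-W beads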
Target sequence (Q92843 whole entry, looked up): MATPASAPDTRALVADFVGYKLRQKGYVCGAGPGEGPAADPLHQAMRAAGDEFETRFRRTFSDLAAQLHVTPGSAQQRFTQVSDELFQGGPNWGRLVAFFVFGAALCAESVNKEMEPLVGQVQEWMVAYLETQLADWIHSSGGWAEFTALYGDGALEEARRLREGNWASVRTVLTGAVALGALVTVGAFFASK
Mcl1-Bid inh – Mcl-1/Bid interaction inhibition; hit rate 0.97% among 220,000; Q07820; TR-FRET Mcl-1/Bid-Dy647 peptide binding, 1536-well; inhibition, % at 21.7 µM;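 active = compounds that cut the binding signal by more than half at the single screening dose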;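 also: His-tagged Mcl-1 with europium anti-His antibody binding Bid BH3 peptide; 0% = Mcl-1 plus peptide wells and 100% = peptide-only wells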
RGS8-Gao – modulates binding of RGS8 to human Galphao; hit rate 0.34% among 220,000; response (percent of control binding), % at 10 µM; P09471; multiplexed bead flow cytometry; actives lie on both sides; in the data active = response below about 60% or above about 140%; inactive = in between;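 also: Galphao activated as the GDP aluminium fluoride complex binding bead-coupled RGS8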
RGS7-Gao reg – modulates binding of RGS7 to human Galphao | P09471 | binding response (% of control), % at 10 µM | AID 1439 | hit rate 0.35% among 220,000 | Multiplexed bead flow cytometry; actives lie on both sides; in the data active = binding response below about 49% or above about 150%; inconclusive = no clear call, values can overlap the other calls; inactive = in between;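 also: fluorescent Galphao held in activated GDP-AlF4 state binding bead-coupled RGS7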
Bfl-1 Bim block – human Bim-Bfl-1 interaction inhibition; Q16548; Bead-based flow cytometry, Bim-Bfl-1 binding inhibition; inhibition, % at 10 µM; hit rate 0.12% among 190,000;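 also: 0% = wells without compound plus tracer and 100% = blocker peptide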
Bcl-B Bim block – disrupts Bim peptide binding to human Bcl-B; bead-based flow cytometry; hit rate 0.073% among 190,000; inhibition, % at 10 µM; Q9HD36; AID 951;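 also: 0% = tracer peptide without compound and 100% = reference inhibitor peptide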
Bcl-XL Bim block – disrupts Bim peptide binding to human Bcl-XL. inhibition, % at 10 µM. hit rate 0.04% among 190,000. Q07817. AID 1007. bead flow cytometry, fluorescence
Target sequence (Q07817 whole entry, looked up): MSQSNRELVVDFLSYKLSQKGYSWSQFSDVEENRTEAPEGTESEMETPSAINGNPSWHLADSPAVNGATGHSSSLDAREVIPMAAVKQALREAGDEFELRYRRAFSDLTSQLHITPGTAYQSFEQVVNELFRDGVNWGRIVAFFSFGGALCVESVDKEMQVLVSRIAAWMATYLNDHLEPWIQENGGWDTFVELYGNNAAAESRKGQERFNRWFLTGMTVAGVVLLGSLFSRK
* = called active by the depositor; ? = inconclusive; . = not tested or not shown. Rule as the data show it, unless noted: active = inhibition above about 40%. Compounds as they come. Share with any hit: about 1.8%.

The opening three entries, ahead of the listing:
structure,RGS4-Gao reg,GSH bead fluor,Bim-Mcl-1,Bcl-2 Bim block,Bcl-W Bim block,Mcl1-Bid inh,RGS8-Gao,RGS7-Gao reg,Bfl-1 Bim block,Bcl-B Bim block,Bcl-XL Bim block
CCOC(=O)C1(CCCc2ccccc2)CCN(Cc2cnc(C)s2)CC1,101,9,-1,-1,-2,-3,102,99,-6,-5,-5
CCCOCCOC(=O)C1=C(C)NC(=O)NC1c1cc(Cl)c(O)c(OC)c1 (stereo not drawn),101,5,1,0,-3,-46,104,102,2,0,3
Cc1cc(C)n(CC(C)NCc2cn[nH]c2-c2cccc3ccccc23)n1 (stereo not drawn),102,9,0,1,-1,-25,101,110,-3,-4,-2

Main list, from the start:
structure,RGS4-Gao reg,GSH bead fluor,Bim-Mcl-1,Bcl-2 Bim block,Bcl-W Bim block,Mcl1-Bid inh,RGS8-Gao,RGS7-Gao reg,Bfl-1 Bim block,Bcl-B Bim block,Bcl-XL Bim block
CCOC(=O)C1(CCCc2ccccc2)CCN(Cc2cnc(C)s2)CC1,101,9,-1,-1,-2,-3,102,99,-6,-5,-5
CCCOCCOC(=O)C1=C(C)NC(=O)NC1c1cc(Cl)c(O)c(OC)c1 (stereo not drawn),101,5,1,0,-3,-46,104,102,2,0,3
Cc1cc(C)n(CC(C)NCc2cn[nH]c2-c2cccc3ccccc23)n1 (stereo not drawn),102,9,0,1,-1,-25,101,110,-3,-4,-2
O=C(NCCN1CCCCC1)c1cc(OCC(F)(F)F)ccc1OCC(F)(F)F,96,41,-1,-5,2,-35,99,97,-10,-6,-2
CC(C)(C)CC(=O)Nc1nnc(C(F)(F)F)s1,101,34,-8,-10,-6,10,100,100,0,-10,-8
Cc1c(Cl)cccc1NC(=S)N1CCc2ccccc2C1,95,13,-32,-4,-11,-74,97,94,-3,-7,-6
C#CC(C)(C)NC(=O)c1sccc1Oc1ccc(F)cc1[N+](=O)[O-],100,12,0,-3,-1,-2,99,100,-6,-6,-6
O=C(CCC1CCCCC1)Nc1ccc(S(=O)(=O)Nc2nccs2)cc1,104,56,-3,-7,3,-55,103,105,-14,-7,-19
O=C(COC(=O)c1cc[n+]([O-])cc1)Nc1cccc(Cl)c1Cl,100,13,0,0,2,-7,100,?,-1,-1,0
Cc1ccc(C(C)C)c(OCC(O)CN2CCN(CCO)CC2)c1 (stereo not drawn),105,19,1,15,-4,53*,106,104,-1,-3,-5
CC(=O)Nc1ccc(S(=O)(=O)N[C@@H](C)C(=O)Nc2ccc(N3CCOCC3)cc2)cc1,98,14,-4,-2,-3,-66,98,99,-4,-3,-9
COc1ccc(CCNC(=O)C2CC(=O)N(c3ccc(F)cc3)C2)cc1OC (stereo not drawn),108,12,0,4,-1,-34,103,100,0,2,1
CCCS(=O)(=O)N1CCCC(C(=O)c2cccc(Cl)c2)C1 (stereo not drawn),100,23,0,-2,3,-31,103,100,-7,-2,1
CN(CC(=O)Nc1ccccc1F)CC(=O)Nc1ccccc1Br,95,10,0,-5,0,19,96,95,-11,-3,-2
O=C(Nc1ccccc1F)c1ccc(Br)o1,104,18,-1,0,-2,-4,105,103,-3,-5,-6
CC(=O)NC1C(=O)N=C(SCc2ccccc2)NC1=O (stereo not drawn),86,16,8,2,3,-24,94,89,-5,0,0
C[C@H](NC(=O)NCc1ccc(F)cc1)C(=O)O,100,24,-4,-5,-2,-2,100,95,-2,-2,0
Cc1ccccc1NC(=O)C(NC1CCCCC1)C(C)C (stereo not drawn),101,9,0,1,8,-47,95,97,2,-1,6
Fc1ccccc1NC(=S)N1CCN(c2ccccn2)CC1,102,11,-4,0,-2,-16,100,99,-6,-8,-7
CCOC(=O)CSC1=C(C#N)C(c2sccc2C)C(C(C)=O)=C(C)N1 (stereo not drawn),100,9,-4,-3,-2,-34,101,98,-2,-6,-5
Cc1ccc(-c2cc(C(F)(F)F)n3nc(C(=O)NCCCn4ccnc4)cc3n2)cc1C,117,37,-4,3,-6,-37,134,117,-4,-1,1
O=C(Nc1nnc(C2CC2)o1)c1ccc(S(=O)(=O)N2CCc3ccccc3C2)cc1,96,24,-1,-2,-3,-32,100,95,-4,-9,-2
CN(C)S(=O)(=O)c1ccc(C(=O)Oc2ccccc2)cc1,101,19,0,0,-2,1,103,103,0,-1,-1
CC(C)(C)NC(=O)C(c1ccccn1)N(C(=O)C1CSC(=O)C1)c1cccc(F)c1 (stereo not drawn),106,22,-2,0,-2,-24,105,117,-4,-7,-8
N#C/C(=C\c1cn(CCOc2ccccc2F)c2ccccc12)C(=O)NCc1cccs1,102,6,-3,-2,0,-35,108,106,3,-3,-3
CC(NC(=O)Cc1ccccc1)C(c1ccccc1)N1CCOCC1 (stereo not drawn),100,11,2,0,3,-1,96,99,6,3,2
C=CCc1c(C)nc(SCC(=C)C)[nH]c1=O,96,9,0,0,0,-27,100,102,0,0,0
COc1cc(/C=N/O)ccc1OCc1ccc(Cl)cc1,94,23,4,5,5,-1,96,89,7,1,1
CC1CCc2nn(CC(=O)NCCN3CCOCC3)cc2C1 (stereo not drawn),100,14,0,-9,-5,-6,100,102,-15,-6,-8
Cc1ccc(-n2c(C)cc(C(=O)OCC(=O)N(CC(C)C)C3CCS(=O)(=O)C3)c2C)cc1 (stereo not drawn),101,17,-1,-1,-2,-38,99,99,-2,0,-2
CCn1ncc(/C=C2/SC(=S)NC2=O)c1C,83,11,0,0,0,-63,93,104,1,-7,-5
CCCNC(=O)c1ccccc1NC(=O)c1ccccc1N(C)S(C)(=O)=O,103,15,2,-3,0,3,101,100,0,5,-3
Cc1ccc(-c2ccc(C3C(C#N)=C(N)Oc4n[nH]c(C)c43)o2)cc1 (stereo not drawn),103,10,-2,1,2,-18,102,102,2,0,2
CCOc1cccc(C(=O)Nc2cccc(C(=O)NCC(C)C)c2)c1,98,15,-4,-4,-2,-17,100,102,-7,-2,-4
Cc1ccc(OCc2nc(C#N)c(N3CCN(Cc4ccccc4)CC3)o2)cc1,97,48,-13,-11,-4,-14,101,100,-13,-7,-10
Fc1ccccc1/C=N/n1cnnc1,94,9,0,-5,6,-17,94,91,-11,-3,1
Cc1noc(C)c1N=Nc1ccc(Br)cc1C(=O)O,100,15,-1,0,-2,14,99,103,-6,-3,-2
O=C(NCCN1CCOCC1)N1CCOCC1,92,34,3,3,0,.,96,92,-2,0,2
O=C(NCc1ccco1)c1sc2cc(F)ccc2c1Cl,100,18,-4,10,0,-2,100,99,-3,-1,-4
CCc1ccc(NC(=O)c2cc(-c3cccs3)on2)cc1,99,11,-3,-2,0,-18,100,93,-3,-1,-1
N#Cc1ccccc1NC(=O)C1CC(=O)N(c2ccc3c4c(cccc24)CC3)C1 (stereo not drawn),101,9,-3,-10,0,-3,106,100,-18,-5,-3
C=CCNC(=S)NC(CC(=O)OC)c1ccc2c(c1)OCO2 (stereo not drawn),99,15,0,-1,-3,-51,97,?,-4,-2,-3
O=C(NCC(=O)N(c1ccccc1F)C(C(=O)NC1CCCC1)c1ccco1)c1ccco1 (stereo not drawn),98,22,-2,-3,-1,-3,98,102,-6,-5,-7
O=C(CCc1nnc(-c2ccccc2)o1)NC1CCCCC1,97,9,-2,-5,-3,-1,98,100,-6,-3,-2
Cc1ccc2cc(CN(Cc3cccs3)Cc3nnnn3CC3CCCO3)c(=O)[nH]c2c1 (stereo not drawn),104,34,-1,-10,-2,-24,102,102,-6,-8,-12
COc1ccc(N(C)S(=O)(=O)c2cccc(C(=O)OC(C(=O)Nc3cc(C)cc(C)c3)c3ccccc3)c2)cc1 (stereo not drawn),89,7,0,0,1,-36,93,84,0,-1,-3
Cc1ccc(Cl)c(OCC(=O)Nc2sc(C)c(C)c2C#N)c1,104,11,-5,-3,-4,33,102,106,-7,-9,-10
CC(=O)c1cccc(NC(=O)c2ccoc2C)c1,102,18,-2,-3,-1,-18,107,101,-2,-5,-2
O=C(CNS(=O)(=O)c1ccccc1)Nc1ccc2c(c1)OCO2,104,11,-2,-5,-3,-13,109,104,-10,-4,-5
CCOC(=O)C1=C(C)Nc2nnnn2C1c1cccc(OC)c1OC (stereo not drawn),109,16,0,-4,-3,-26,105,107,-5,-1,-2

Further compounds:
structure,RGS4-Gao reg,GSH bead fluor,Bim-Mcl-1,Bcl-2 Bim block,Bcl-W Bim block,Mcl1-Bid inh,RGS8-Gao,RGS7-Gao reg,Bfl-1 Bim block,Bcl-B Bim block,Bcl-XL Bim block
Cc1c(C(=O)N/N=C/c2cccnc2)sc(=S)n1C,102,11,-2,-3,-1,-38,98,106,-5,-8,-8
Cc1ccc(-c2cc(C(F)F)nc(NCC3CCCO3)n2)cc1 (stereo not drawn),100,22,1,-4,0,6,102,103,-3,5,0
CCC1(C)OC(=O)N(CCCn2ccnc2C)C1(C)O (stereo not drawn),112,13,0,0,0,-37,108,110,0,0,2
Cc1ccc(C(=O)N/C(=C/c2cccs2)C(=O)NCc2ccco2)cc1,104,4,-2,2,0,-28,103,101,-1,-4,-3
COc1ccc(CCN2C(=O)CC(C(N)=O)SC2=Nc2ccc(F)cc2)cc1OC (stereo not drawn),103,10,-2,-4,0,-31,99,96,0,-1,-3
NS(=O)(=O)c1ccc(NC(=O)CN2CCCN(S(=O)(=O)c3ccc(F)cc3)CC2)cc1,107,15,-5,-5,-6,-8,107,102,1,-3,-3
